# NR2E3 ag-1: agonists of human nuclear receptor NR2E3 | 0.12% of 320,000 active | Q9Y5X4 | GST-NR2E3/biotin-RetCOR TR-FRET, 1536-well | AID 2300 | inhibition of corepressor binding, % at 4.78 µM;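 active = percent inhibition above the cutoff of mean plus 3 SD of all tested compounds, set per screening campaign, cut at about 20% in these data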;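 also: 0% = DMSO wells and 100% = biotin wells as full block of FRET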
# Target sequence (Q9Y5X4 whole entry, looked up): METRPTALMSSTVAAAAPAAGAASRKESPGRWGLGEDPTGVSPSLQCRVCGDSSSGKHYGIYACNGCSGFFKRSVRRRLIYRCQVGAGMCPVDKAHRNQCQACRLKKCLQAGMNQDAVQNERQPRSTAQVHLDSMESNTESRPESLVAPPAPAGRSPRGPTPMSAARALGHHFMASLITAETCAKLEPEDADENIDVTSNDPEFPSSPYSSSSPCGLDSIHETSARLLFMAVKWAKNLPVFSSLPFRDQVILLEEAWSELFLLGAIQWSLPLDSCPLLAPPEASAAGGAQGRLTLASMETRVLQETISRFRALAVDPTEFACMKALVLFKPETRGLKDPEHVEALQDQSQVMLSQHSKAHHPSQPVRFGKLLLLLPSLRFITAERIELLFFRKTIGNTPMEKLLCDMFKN
#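 System: GST-NR2E3 and biotin-RetCOR proteins; probe or stimulus: 7 nM biotin-RetCOR; doses: compound at 4.8 µM, single dose; schedule: Compound–protein incubation for 5 h at 4 °C; detection: time-resolved FRET; read-out: percent inhibition; controls: biotin wells as high control, 0.6% DMSO wells as low control; format: 1536-well plates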
# Peg3 prom inh: inhibitors of Peg3 promoter | HeLa PEG-Prom luciferase reporter, luminescence, overnight | inhibition, % at 20 µM | 1.7% of 360,000 active;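 active = inhibition of at least 50% at 20 µM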
# CaV13 FRET inh: Primary screen for inhibitors of IQ motif and Ca2+-dependent inactivation inhibitor domain binding in CACNA1D, Förster resonance energy transfer in living cells, …; inhibition, % at 12.3 µM; 0.098% of 340,000 active; HEK cells, CFP/YFP FRET ICDI-IQ, plate reader, 10 min; percent FRET-ratio fall versus neutral wells; AID 743397;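 active = mean replicate inhibition of at least 30% and at least 1% of replicates passing that level; inconclusive = only one of the two criteria is met; inactive = neither criterion is met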;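 also: 0% = median of the neutral control wells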
# Shn3 inh set2: inhibitors of Schnurri-3 3'UTR reporter in osteoblasts; Clone20 osteoblast Shn3 3'UTR firefly luciferase, 24 h; inhibition, % at 12.5 µM; AID 588674; 0.52% of 360,000 active;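 active = mean inhibition of at least 75% with every replicate also reaching 75%; inconclusive = mean inhibition at least 75% but some replicate below; inactive = mean inhibition below 75%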;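 also: 0% = median of neutral control wells and 100% = pilot-screen positive control compound; some compounds past the cut are filed as inactive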
# H9c2 protect: myocardial damage modulation in H9c2 cells | protection from H2O2 cell death, % at 20 µM | H9c2 cardiomyocytes, H2O2 injury protection, ATPLite, 2 h | 0.63% of 360,000 active;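 active = compounds giving at least 50% protection of heart cells from peroxide-induced death in the single-dose screen, raw or plate-pattern-corrected value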;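 also: 0% = DMSO wells with peroxide and 100% = DMSO wells without peroxide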
# PDI inh: PDI (human) enzyme inhibition; PDI insulin aggregation turbidity, A650, 90 min; inhibition, % at 10 µM; 0.052% of 350,000 active;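 active = mean inhibition across replicates of 30% or more, whatever share of single replicates reach that level; inconclusive = mean inhibition below 30% while every single replicate reaches 30%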;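 also: absorbance from insulin aggregation driven by PDI reduction with DTT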
# HIF-2a inh: blocks HIF-2a reporter activity | 786-0 RCC cells HIF-2a reporter, luciferase luminescence, overnight | inhibition, % at 18.8 µM | AID 624352 | 0.72% of 360,000 active;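 active = inhibition of the luminescence signal of 40% or more relative to plate controls, in a single-dose primary screen at 18.75 µM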
# NR2E3 ag-2: human photoreceptor-specific nuclear receptor agonism. CHO-S Gal4-NCOR/VP16-NR2E3 two-hybrid, luciferase. inhibition of corepressor binding, % at 3.98 µM. 0.35% of 360,000 active. AID 602229;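 active = inhibition above the mean of all tested compounds plus 3 SD, cut at about 70% in these data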;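 also: 0% = DMSO with NR2E3 transfected cells and 100% = cells lacking NR2E3 construct; higher means lower luciferase signal from less NR2E3 corepressor binding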
# TRPM1 prom inh: MITF TRPM1 promoter inhibition in SK-MEL-5 cells; SK-MEL-5 TRPM1 promoter luciferase, 24 h; inhibition, % at 12.5 µM; 0.83% of 330,000 active; AID 488899;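 active = mean inhibition across replicates of 60% or more, whatever share of single replicates reaches that level; inconclusive = some that reach 60%, reason not given; inactive = mean inhibition across replicates below 60%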; also: values of inactives mirror those of a sister screen read the other way
# HTR2A ag: activates the mouse 5-HT2A serotonin receptor; P35363; CHO-K1 mHTR2A beta-arrestin complementation, luminescence; percent of 30 µM serotonin response; activation, % at 7.6 µM; 0.66% of 360,000 active; AID 624169;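 active = activation above a run cutoff, the mean activation of all tested compounds plus 3 SD, cut at about 14% in these data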;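 also: 0% = plate median of compound wells and 100% = 30 µM serotonin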
# Target sequence (P35363 whole entry, looked up): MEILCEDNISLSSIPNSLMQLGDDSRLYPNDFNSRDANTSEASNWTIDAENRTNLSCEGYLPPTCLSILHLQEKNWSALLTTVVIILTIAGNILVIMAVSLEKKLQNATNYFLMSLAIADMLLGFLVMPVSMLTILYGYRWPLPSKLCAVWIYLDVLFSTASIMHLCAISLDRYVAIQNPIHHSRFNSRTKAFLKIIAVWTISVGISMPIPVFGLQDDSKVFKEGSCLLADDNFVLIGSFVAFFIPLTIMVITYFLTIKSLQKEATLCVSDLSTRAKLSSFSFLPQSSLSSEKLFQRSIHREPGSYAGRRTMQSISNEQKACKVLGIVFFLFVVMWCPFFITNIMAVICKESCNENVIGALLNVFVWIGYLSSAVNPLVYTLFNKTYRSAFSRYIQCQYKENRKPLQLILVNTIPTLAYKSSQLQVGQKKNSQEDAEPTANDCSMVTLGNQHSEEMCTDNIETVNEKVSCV
# hiPSC survival: increases survival of single human iPS cells. AID 602274. survival enhancement, % at 20 µM. 0.044% of 360,000 active. hiPSC single-cell survival, ATPlite luminescence; 100% = ROCK inhibitor wells, 0% = DMSO; in the data active = survival enhancement above about 18%;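 also: cells exposed to compounds for 16 hours before the ATP read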
# * hit, by the source's call; ? = inconclusive; . = no result given.
SMILES,NR2E3 ag-1,Peg3 prom inh,CaV13 FRET inh,Shn3 inh set2,H9c2 protect,PDI inh,HIF-2a inh,NR2E3 ag-2,TRPM1 prom inh,HTR2A ag,hiPSC survival
O=C(Nc1nnc(S(=O)(=O)N2CCOCC2)s1)c1ccccc1,2,-40,-7,-31,2,.,-76,-46,.,2,5.2
CN(CC(=O)Nc1ccc(S(=O)(=O)N2CCCC2)cc1)Cc1ccc(Cl)c(Cl)c1,-1,25,-6,16,-9,5,21,-16,16,-8,-1.8
CCc1nc2ccccc2c(C(=O)OCC(=O)NC2CCCC2)c1C,.,1,-16,-27,2,-3,-2,-9,-3,0,-3.0
CC(C)Cn1c(N)c(C(=O)COC(=O)c2cccc(F)c2)c(=O)n(C)c1=O,.,-5,5,15,-19,1,8,11,-10,6,0.7
CN(C(=O)c1ccc(NC(=O)Cc2ccc(NC(=O)C3CCCN(C(=O)CCc4ccccc4)C3)cc2)cc1)C1CC1 (configuration not stated),2,-31,-5,-7,-14,-1,3,-23,19,3,1.4
OC(COc1ccccc1)CN1C2=NCCCN2c2ccccc21 (configuration not stated),4,-4,.,.,10,-3,3,-31,-3,-5,-2.2
Cc1cc(C(=O)NC2CCCc3ccccc32)c(C)o1 (configuration not stated),3,-18,-2,-9,3,13,-14,3,-7,1,0.2
CC(=NNC(=O)CSCC(=O)NN=C(C)c1ccccc1)c1ccccc1,.,3,-5,9,9,4,-5,-2,5,-2,0.6
Cc1cc(NC(=O)COC(=O)c2ccc(F)c(S(=O)(=O)N3CCOCC3)c2)no1,-4,5,-5,-5,0,18,-1,-13,-7,0,-1.4
COc1ccc(/C=C/C(=O)NCCN2CCOCC2)cc1OC,-1,11,9,-2,5,-1,13,-3,-12,7,0.9
Cc1cc(N2CC(=O)N(CCc3ccccc3)C(=O)C2)n2ncnc2n1,-3,-11,-4,-9,4,13,7,-2,12,-1,-0.1
CC(C)(C)NC(=O)c1ccc(Sc2ccccc2)c([N+](=O)[O-])c1,5,14,.,-5,-19,-2,19,21,6,-6,-0.9
NC(=O)NC(=O)CSc1nnc(-c2ccco2)n1Cc1ccccc1,-1,-4,-5,3,0,-4,7,0,-1,1,0.0
Cc1cccc(OCCCC(=O)Nc2ccc(N3CCOCC3)cc2)c1,0,-1,.,-1,-4,-4,15,-9,-2,4,1.9
C/C(=N\NC(=O)CSc1nc2nc(C)cc(C)n2n1)c1ccccc1,1,-3,.,0,-3,2,22,-22,-4,-1,0.6
COc1ccc(C(=O)Nc2ccccc2C(=O)NCC2CCCO2)cc1 (configuration not stated),1,-13,-5,-5,5,6,-12,-14,-12,-4,-0.4
Cc1cc(NC(=O)CSc2nnnn2-c2ccccc2F)no1,8,1,-3,17,3,4,9,-6,23,4,-0.2
CC(C)[C@H](NC(=O)Cc1ccccc1)C(=O)OCc1cc(=O)n2c(n1)sc1ccccc12,5,2,-2,5,-1,-6,-13,15,7,7,2.9
CCOC(=O)C1=C(CC)Nc2ccccc2N=C1NC(=O)c1cc(S(=O)(=O)N(C)C)ccc1Cl,1,1,.,11,7,-4,5,-6,2,6,-2.5
NC(N)=N/N=C/c1ccc(Cl)c(Cl)c1,-2,99*,-15,-20,0,17,5,-5,.,-8,-0.7
CCOC(=O)C1CCN(C(=O)CCc2nnc3ccc(NCc4ccco4)nn23)CC1,2,-4,-5,-3,2,7,-9,15,2,8,0.0
CCN1CCCc2cc(CN(CCN3CCOCC3)C(=S)Nc3ccccc3C)ccc21,-3,-7,3,-10,-2,9,5,-9,-10,-4,-0.2
CC(Sc1ccc(Cl)cc1)C(=O)NCC1CCCO1 (configuration not stated),0,-13,-2,-12,-1,-2,0,-6,3,-3,4.0
CC(=O)N[C@@H](Cc1c[nH]c2ccccc12)C(=O)OCC(=O)Nc1cc(C)on1,.,-5,-5,?,6,4,6,-10,-3,2,3.0
Cc1ccc(-c2noc(CN(C)C(=O)c3ccc(Br)o3)n2)cc1,1,-8,-5,5,-7,-5,-61,8,-1,1,0.3
Cn1c(=O)c2[nH]c(C3CC4CCC3C4)nc2n(C)c1=O (configuration not stated),.,-1,-10,9,2,6,13,14,-2,3,-0.5
Cc1cc(C)c(S(=O)(=O)NC2CC(C)(C)NC(C)(C)C2)cc1C,0,3,-5,1,-1,0,13,13,8,-1,-0.2
COc1ccc(-c2nc(CN3CCN(Cc4cccc(F)c4)CC3)c(C)o2)cc1,-1,13,-5,-5,4,3,2,-2,25,-6,-0.3
CCc1cc2c(=O)c(-c3nc4ccccc4n3C)c(COCC(=O)O)oc2cc1O,-1,14,-9,-23,2,3,9,3,13,-3,-0.6
Cc1[nH]nc(-c2ccc(O)cc2O)c1-c1ccc(Cl)cc1,3,30,-5,41,-13,-11,19,31,17,2,6.6

# Reformatted: results already given
Compound	NR2E3 ag-1	Peg3 prom inh	CaV13 FRET inh	Shn3 inh set2	H9c2 protect	PDI inh	HIF-2a inh	NR2E3 ag-2	TRPM1 prom inh	HTR2A ag	hiPSC survival
CCOC(=O)C1CCN(C(=O)CCc2nnc3ccc(NCc4ccco4)nn23)CC1	2	-4	-5	-3	2	7	-9	15	2	8	0.0
CCN1CCCc2cc(CN(CCN3CCOCC3)C(=S)Nc3ccccc3C)ccc21	-3	-7	3	-10	-2	9	5	-9	-10	-4	-0.2
CC(Sc1ccc(Cl)cc1)C(=O)NCC1CCCO1 (configuration not stated)	0	-13	-2	-12	-1	-2	0	-6	3	-3	4.0
CC(=O)N[C@@H](Cc1c[nH]c2ccccc12)C(=O)OCC(=O)Nc1cc(C)on1	.	-5	-5	?	6	4	6	-10	-3	2	3.0
Cc1ccc(-c2noc(CN(C)C(=O)c3ccc(Br)o3)n2)cc1	1	-8	-5	5	-7	-5	-61	8	-1	1	0.3
Cn1c(=O)c2[nH]c(C3CC4CCC3C4)nc2n(C)c1=O (configuration not stated)	.	-1	-10	9	2	6	13	14	-2	3	-0.5
Cc1cc(C)c(S(=O)(=O)NC2CC(C)(C)NC(C)(C)C2)cc1C	0	3	-5	1	-1	0	13	13	8	-1	-0.2
COc1ccc(-c2nc(CN3CCN(Cc4cccc(F)c4)CC3)c(C)o2)cc1	-1	13	-5	-5	4	3	2	-2	25	-6	-0.3
CCc1cc2c(=O)c(-c3nc4ccccc4n3C)c(COCC(=O)O)oc2cc1O	-1	14	-9	-23	2	3	9	3	13	-3	-0.6
Cc1[nH]nc(-c2ccc(O)cc2O)c1-c1ccc(Cl)cc1	3	30	-5	41	-13	-11	19	31	17	2	6.6

# (listing goes on)
SMILES,NR2E3 ag-1,Peg3 prom inh,CaV13 FRET inh,Shn3 inh set2,H9c2 protect,PDI inh,HIF-2a inh,NR2E3 ag-2,TRPM1 prom inh,HTR2A ag,hiPSC survival
CN(C)Cc1cnc2ccc(Cl)cn12,-2,8,.,-10,5,4,18,4,-2,0,2.2
COc1cc(C)ccc1OCCOCCOc1c(C)cc(C)cc1Br,-2,9,-1,6,-26,-7,9,-40,5,-6,-0.7
CCCCOC(=O)c1ccc(N/C(=N\S(=O)(=O)c2ccccc2)c2ccccc2)cc1,-3,22,-5,-15,-4,9,21,30,4,-4,0.1
COc1ccc(C2=NS(=O)(=O)N(C)C(C(=O)NCc3ccc(F)cc3)=C2)cc1OC,-2,4,-7,-17,5,2,16,4,3,0,-0.4
COc1cc(/C=C/C(=O)N[C@@H](Cc2c[nH]c3ccccc23)C(=O)O)ccc1O,-3,4,-12,14,-2,-16,11,-34,-2,-2,-0.2
COc1cc(OC)cc(-c2nc(-c3ccccc3)no2)c1,3,-244,-4,-71,-7,11,-211,-9,-39,-3,-1.2
O=C(N/N=C/c1ccccc1C(=O)O)c1cc(-c2ccc3c4c(cccc24)CC3)n[nH]1,-1,-29,2,4,2,-4,-39,-117,-5,3,-1.1
O=C1C=CC2=C3c4cc(O)c(O)cc4CC3(O)COC2=C1O (configuration not stated),.,34,.,-9,0,.,7,-44,2,-2,-2.4
O=c1[nH]c2ccc(NC(=S)NCCc3ccccc3)cc2[nH]1,2,-2,-5,-1,-1,6,6,16,-2,3,-0.5
CNC(=O)C[C@H]1C(=O)N(c2ccc(Br)cc2)C[C@@H]1CSC,.,-5,-4,-18,4,-9,4,-46,.,0,1.0
CCCC(=O)Nc1ccc(Cl)c(NC(=O)c2cccnc2)c1,-2,-4,-8,12,1,3,12,-10,20,-1,0.8
CCCC(=O)Nc1ccc(Cl)c(NC(=O)c2ccc([N+](=O)[O-])cc2Cl)c1,-4,7,-5,22,3,1,13,5,1,3,-1.2
Cc1ccc(C)n1CCN1CCN(CC(=O)Nc2ccc(S(N)(=O)=O)cc2)CC1,-2,3,-4,-4,0,1,9,-4,8,-2,1.5
O=C(CCN1C(=O)/C(=C\c2cccc(Br)c2)SC1=S)N1CCOCC1,3,17,-6,-42,-5,8,-4,-18,9,-1,0.1
Cc1cc2ccc(C)c(C)c2nc1SCC(=O)c1cccs1,-2,21,-6,17,-6,-2,25,-10,19,-7,3.2
CCOC(=O)c1cnc(SCC(=O)OCC(=O)NC2CCS(=O)(=O)C2)nc1N (configuration not stated),2,-9,-4,1,7,5,4,18,8,-2,-0.4
Cc1ccccc1OCCCN1CCOCC1,.,-2,-18,3,-1,3,-14,-4,-6,-9,-0.4
CSc1nnc2c3ccccc3n(Cc3ccccc3)c2n1,2,3,-1,6,-6,1,4,-1,6,-6,-0.3
Cn1c(N2CCN(c3ccccn3)CC2)nc2c1c(=O)n(Cc1ccccc1Cl)c(=O)n2C,-3,-57,-5,10,-13,8,-17,-5,-1,-3,1.8
Cc1ccc(/C=N/NC(=O)Cc2ccc(Cl)cc2)s1,0,-20,-6,1,-9,3,-47,6,-13,-5,0.3
CCn1cc(C2=NC(CCSC)CO2)c2ccccc21 (configuration not stated),3,0,5,2,-2,-1,6,7,5,-1,-0.8
O=C(Nc1ccc(C(F)(F)F)cc1)c1ccccc1,1,-241,-9,-21,0,-8,-267,-90,-94,0,0.7
CCCn1c(N)c(N(CCOC)C(=O)CSc2c(Cl)cccc2Cl)c(=O)[nH]c1=O,.,7,-2,-2,6,-5,4,-10,-8,3,-1.3

# Bioassay records: PubChem BioAssay, several laboratories
